CatB mix inh: human cathepsin B inhibition by mixtures; P07858; Purified cathepsin B, AMC dipeptide fluorescence, compound mixtures; inhibition, %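 (ten-compound pools at 5 µM per compound and 50 µM total)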; 62,000 tested, 0.06% active; AID 488; in the data active = inhibition above about 22%, passing the limit was not always enough;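 also: 0% = enzyme without compound and 100% = no enzyme blank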
AP ELISA ortho: orthogonal test for alternative complement pathway inhibitors | 62,000 tested, 0.08% active | inhibition, % at 5 µM | Human serum alternative complement pathway, LPS-coated ELISA, C3 deposition; tested in compound mixtures | AID 1235;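 active = inhibition above 30% in each of the two pooled mixtures holding the compound, so the lower value exceeds 30%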;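 also: 0% = serum in Mg-EGTA without compound and 100% = EDTA serum blank; some compounds past the cut are filed as inactive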
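Test system – human serum alternative complement pathway, C3 deposition on LPS-coated wells · Buffer or medium – diluted human serum in Mg2+-EGTA GVB++ · Compound dosing – 5 µM each compound, pools of ten, 50 µM per pool · Schedule – 1 h serum-compound exposure at 37 °C · Measured by – Anti-C3 ELISA, OD 450 nm · Read-out basis – percent inhibition of C3 deposition onto LPS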
C1s inh: human complement C1s inhibition; P09871; purified C1s, fluorogenic AMC substrate, pooled mixtures; mean inhibition % of two 10-compound mixtures (hits give high values), % at 5 µM (by protocol); 62,000 tested, 0.16% active;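 active = inhibition above 20% in each of the two 10-compound mixture wells holding the compound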;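 also: 0% = enzyme wells lacking compound mixture and 100% = no-enzyme blank wells; some compounds called inactive have numbers as strong as hits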
Target sequence (P09871 16-437 limits assumed): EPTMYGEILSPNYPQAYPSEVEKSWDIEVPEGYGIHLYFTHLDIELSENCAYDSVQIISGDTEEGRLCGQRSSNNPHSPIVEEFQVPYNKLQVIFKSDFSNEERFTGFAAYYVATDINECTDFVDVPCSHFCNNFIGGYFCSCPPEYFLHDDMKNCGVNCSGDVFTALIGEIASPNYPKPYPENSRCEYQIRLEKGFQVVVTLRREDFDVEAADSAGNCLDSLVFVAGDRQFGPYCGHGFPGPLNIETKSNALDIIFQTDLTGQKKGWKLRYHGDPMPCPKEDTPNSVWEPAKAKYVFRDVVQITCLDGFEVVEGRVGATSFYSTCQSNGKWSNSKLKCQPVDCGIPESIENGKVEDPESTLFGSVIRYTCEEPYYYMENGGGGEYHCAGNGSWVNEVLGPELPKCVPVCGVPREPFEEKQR
Target sequence (P09871 438-688 limits assumed): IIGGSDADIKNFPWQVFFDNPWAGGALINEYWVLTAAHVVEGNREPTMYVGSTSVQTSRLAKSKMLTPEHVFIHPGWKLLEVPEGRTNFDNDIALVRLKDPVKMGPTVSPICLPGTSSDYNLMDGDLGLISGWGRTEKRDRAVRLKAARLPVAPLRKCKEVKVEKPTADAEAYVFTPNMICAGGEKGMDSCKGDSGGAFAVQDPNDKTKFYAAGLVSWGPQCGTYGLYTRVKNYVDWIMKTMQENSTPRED
CatB block: inhibitors of human cathepsin B. 63,000 tested, 0.1% active. inhibition, %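 (tested at 10 µM)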. P07858. purified cathepsin B, fluorogenic substrate, fluorescence; in the data active = inhibition above about 21%;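 also: 0% = enzyme with no compound and 100% = no enzyme blank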
FXIIa inh mix: blocks human factor XIIa in pooled compound mixtures; P00748; AID 684; inhibition, % at 5 µM; 62,000 tested, 0.2% active; purified FXIIa, fluorogenic substrate;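 also: 0% = enzyme without compound and 100% = no enzyme blank; some results filed as inactive read as strong as hits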
Cathepsin G inh: cathepsin G (human) inhibition; purified enzyme, AMC-tetrapeptide fluorescence, pooled mixtures; AID 581; 62,000 tested, 0.2% active; inhibition, % at 5 µM (by protocol); P08311;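 active = inhibition above 20% in each of the two mixture wells holding the compound; inactive = inhibition of 20% or less in either well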;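 also: 0% = enzyme control without mixture and 100% = blank lacking enzyme; strong numbers were not always called active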
FXIa inh mix: factor XIa (human) inhibition, mixture screen. P03951. purified FXIa, fluorogenic substrate, pooled mixtures. inhibition, % at 5 µM. 62,000 tested, 0.19% active;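 also: each value is inhibition by a whole ten-compound pool holding the compound; 0% = enzyme with no mixture and 100% = wells lacking enzyme; strong numbers were not always called active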
CatL inh: blocks human cathepsin L protease activity | inhibition, %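 (tested at 10 µM)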 | purified cathepsin L, fluorogenic substrate, fluorescence | 58,000 tested, 0.17% active | P07711; in the data active = inhibition above about 45%;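 also: 0% = enzyme with no compound and 100% = no enzyme blank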
CatS block: human cathepsin S inhibition; inhibition, %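 (tested at 5 µM per compound within 10-compound mixtures)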; AID 501; recombinant cathepsin S, AMC dipeptide fluorescence, pooled mixtures; P25774; 62,000 tested, 0.06% active; in the data active = inhibition above about 32%, passing the limit was not always enough;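 also: 0% = enzyme without compound and 100% = blank without enzyme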
Target sequence (P25774 115-331 limits assumed): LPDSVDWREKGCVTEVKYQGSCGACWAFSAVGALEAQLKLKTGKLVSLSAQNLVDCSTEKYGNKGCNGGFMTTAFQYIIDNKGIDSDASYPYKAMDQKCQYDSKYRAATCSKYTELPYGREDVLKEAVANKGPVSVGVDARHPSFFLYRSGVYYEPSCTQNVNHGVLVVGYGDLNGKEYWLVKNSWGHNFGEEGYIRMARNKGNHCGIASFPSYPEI
An asterisk follows results filed as active; nt = not tested or not shown. Rule as the data show it, unless noted: active = inhibition above about 20% (passing the limit was not always enough); inactive = the rest. Some of the compounds tested. The share of hits here may be higher or lower than overall.

SMILES | CatB mix inh | AP ELISA ortho | C1s inh | CatB block | FXIIa inh mix | Cathepsin G inh | FXIa inh mix | CatL inh | CatS block
Cc1ccc(SCC(=O)N2CCCC2)cc1 | 2.6 | 8.1 | 12.3 | 0.2 | 5.6 | 9.8 | 4.3 | -3.1 | -0.3
CCOC(=O)c1c(C)nc(-c2ccccc2)nc1NC(=O)CC | 1.6 | -0.4 | 15.8 | 0.5 | 10.0 | 12.8 | 0.7 | 8.0 | 8.1
CCCC(C)C(=O)NCc1ccccc1OC (centres undefined) | 0.8 | 9.5 | -3.1 | 1.4 | -12.1 | -0.2 | 8.1 | 5.0 | 17.2
COc1ccc(C2C(C(=O)OC3CCCCC3)=C(C)Nc3nnnn32)c(OC)c1OC (centres undefined) | -3.3 | -4.0 | -30.4 | -0.3 | 3.0 | -1.4 | 0.4 | 11.7 | -2.4
CCOC(=O)CCCSc1nc2sc(C)c(C)c2c(=O)[nH]1 | 1.0 | 25.0 | 8.0 | 0.6 | -17.0 | 8.3 | 8.3 | nt | -2.9
COc1ccc(N(CC(=O)Nc2ccc3c(c2)OCO3)S(=O)(=O)c2ccccc2)c(OC)c1 | -3.3 | 7.7 | 1.2 | 3.7 | 28.6 | 12.8 | 2.2 | 15.0 | 6.1
C=CCn1c(COc2ccc(Cl)cc2)nnc1SCC(=O)NCC(=O)OCC | 3.1 | 3.3 | -42.7 | -1.9 | -0.9 | -4.0 | 11.6 | 0.1 | 8.2
Cc1ccc(CN2CC34C=CC(O3)C(C(=O)NCc3ccc5c(c3)OCO5)C4C2=O)cc1 (centres undefined) | -0.6 | 0.4 | -31.7 | -2.6 | 15.9 | 25.8 | 8.5 | 3.4 | -3.4
O=C(OCn1nnc2ccccc2c1=O)C1CCN(S(=O)(=O)c2cccs2)CC1 | 2.1 | -18.9 | -3.5 | 1.0 | 5.0 | -13.0 | 4.0 | 5.3 | 4.3
CCCCn1c(CNC(=O)CC)nc2ccccc21 | 0.4 | 19.4 | -77.5 | -0.5 | 3.1 | -9.9 | -3.7 | nt | 0.4
CCN(CC)C(=O)CN1CCN(c2ccccc2F)CC1 | -0.5 | 11.5 | -1.0 | -4.5 | 0.6 | 1.5 | 1.7 | -1.1 | -5.2
CC(O)CNc1nc2c(c(=O)n(C)c(=O)n2C)n1Cc1cccc(Br)c1 (centres undefined) | 0.2 | 7.8 | 8.0 | 1.0 | -15.7 | 13.1 | 3.5 | 17.7 | 8.3
O=C(CCC1CCCC1)N1CCN(S(=O)(=O)Cc2ccccc2)CC1 | 3.0 | 10.8 | 19.4 | 1.6 | 8.5 | 13.0 | 6.7 | 30.5 | 5.0
Cc1nc(SCC(=O)NCc2ccco2)c2oc3ccccc3c2n1 | 2.2 | 21.4 | -3.5 | 5.2 | -0.9 | -2.2 | 6.4 | 8.8 | 12.1
COC(=O)c1cc(Br)c(=O)n(CCc2ccc(F)cc2)c1 | -0.2 | -2.1 | -20.0 | 8.9 | 7.7 | 2.7 | 7.0 | 29.6 | 46.7
CN(C)CCNc1c2c(c(C#N)c3nc4ccccc4n13)CCCC2 | 1.8 | 6.9 | -9.7 | 0.9 | 4.3 | 10.9 | 10.2 | 11.2 | 13.6
Cc1cc(C(=O)COC(=O)c2cccs2)c(C)n1-c1c(C)n(C)n(-c2ccccc2)c1=O | -4.3 | -4.1 | 12.3 | 4.4 | 9.1 | 15.0 | 8.5 | 10.3 | 6.2
O=C(NCCCN1CCOCC1)c1cc(-c2ccccc2)on1 | 6.3 | 1.8 | -16.3 | -0.1 | -7.3 | -0.6 | 4.0 | 24.0 | 4.4
O=C(Nc1ccc(N2CCCCC2)cc1)c1ccc(F)cc1 | -10.2 | 0.8 | -35.1 | 0.7 | 1.9 | -0.3 | -5.1 | -2.6 | -7.4
Cc1cc(NC(=O)c2ccc3c(c2)C(=O)N(C2CCCCC2)C3=O)no1 | 1.3 | -4.1 | 11.8 | 7.6 | 6.8 | 7.9 | 8.4 | 7.2 | -3.1
c1ccc2c(c1)oc1c(NCCCn3ccnc3)ncnc12 | 5.0 | 10.5 | 18.1 | 4.3 | 3.0 | 9.9 | 6.1 | 7.0 | 4.7
NC(=O)c1ccccc1-c1nc(-c2ccccc2)no1 | 4.7 | 1.9 | 6.9 | 5.6 | 12.7 | 10.5 | 1.6 | -6.7 | 3.4
O=C(CSC1=NCCS1)Nc1ccnc2ccccc12 | 3.9 | 3.9 | -21.8 | 7.3 | -16.9 | -8.0 | 2.2 | 2.3 | 12.0
CCCNS(=O)(=O)c1ccc(CCC(=O)N2CCC(C)CC2)cc1 | 4.5 | 8.9 | -6.1 | 0.2 | 3.1 | 8.0 | -3.8 | 16.5 | 2.7
CCN(CC)CCN1C(=O)c2oc3ccccc3c(=O)c2C1c1ccccc1 (centres undefined) | 4.2 | 3.3 | 14.5 | 5.1 | 10.4 | 13.4 | 7.1 | 5.3 | -0.2
CCC(C)NC(=O)Cn1cnc2sc(C)cc2c1=O (centres undefined) | 0.1 | 10.1 | 10.7 | 3.7 | 2.2 | 9.8 | 2.7 | 16.1 | 6.4
O=C(CN1CCN(Cc2ccccc2)CC1)Nc1ccc(Cl)cn1 | 6.4 | 4.4 | 5.9 | -3.4 | 2.4 | 3.3 | 8.1 | -1.5 | -8.8
CCC(C(=O)Nc1nnc(-c2ccco2)s1)c1ccccc1 (centres undefined) | 1.8 | -2.4 | 17.3 | 0.4 | -22.3 | 12.2 | 6.6 | -4.3 | -2.8
NC1=NC(=O)CC(C(=O)NCCc2ccccc2)S1 (centres undefined) | -1.5 | -2.3 | 1.2 | 0.4 | 2.4 | 0.4 | -3.3 | 9.9 | 1.4
C/C(N)=C(/C#N)C(=O)COC(=O)c1cc(S(=O)(=O)N2CCCCC2)ccc1C | -5.8 | 17.0 | 2.8 | -0.1 | 4.9 | 3.3 | 7.7 | -0.5 | -2.8

An excerpt from above in order of heavy-atom count, rising.
SMILES | CatB mix inh | AP ELISA ortho | C1s inh | CatB block | FXIIa inh mix | Cathepsin G inh | FXIa inh mix | CatL inh | CatS block
CCCNS(=O)(=O)c1ccc(CCC(=O)N2CCC(C)CC2)cc1 | 4.5 | 8.9 | -6.1 | 0.2 | 3.1 | 8.0 | -3.8 | 16.5 | 2.7
CN(C)CCNc1c2c(c(C#N)c3nc4ccccc4n13)CCCC2 | 1.8 | 6.9 | -9.7 | 0.9 | 4.3 | 10.9 | 10.2 | 11.2 | 13.6
Cc1cc(NC(=O)c2ccc3c(c2)C(=O)N(C2CCCCC2)C3=O)no1 | 1.3 | -4.1 | 11.8 | 7.6 | 6.8 | 7.9 | 8.4 | 7.2 | -3.1

Next part.
SMILES | CatB mix inh | AP ELISA ortho | C1s inh | CatB block | FXIIa inh mix | Cathepsin G inh | FXIa inh mix | CatL inh | CatS block
Cc1ccc(C(=O)OCC(=O)c2ccc(Cl)s2)s1 | 5.5 | -8.4 | -14.0 | 6.8 | 2.7 | -20.2 | 1.0 | -1.9 | 14.8
COc1ccccc1NS(=O)(=O)c1ccc2oc(SC3CCOC3=O)nc2c1 (centres undefined) | 3.2 | 3.7 | -12.5 | 6.0 | 1.7 | 5.2 | 2.4 | 9.3 | -2.1
CCCCOc1ccc(-c2ncc(Cl)cn2)cc1 | -1.1 | 3.5 | -13.0 | -0.3 | -10.2 | 2.2 | 5.3 | 5.1 | 16.0
Cc1cc(C)c(NC(=O)C2CCCN2CCO)c(C)c1 (centres undefined) | 4.9 | -7.9 | -43.2 | 6.1 | 1.3 | -9.6 | -8.2 | -0.4 | 16.6
O=C(NC1CCCCC1)NC1CCN(S(=O)(=O)Cc2ccccc2)CC1 | -0.8 | 4.5 | -8.0 | 0.3 | 15.3 | -1.8 | 9.4 | nt | 5.9
Cc1cc2n(n1)SC(Nc1ccccc1)N2 (centres undefined) | 5.8 | 10.7 | 16.6 | -0.1 | 3.4 | 10.3 | 6.8 | 4.3 | -5.5
O=C(Nc1ccc(S(=O)(=O)NCc2ccccc2)cc1)Nc1ccc2c(c1)OCO2 | -4.3 | 7.8 | 1.1 | -0.1 | 5.5 | 10.6 | -4.0 | 1.4 | -0.2
Cc1ccccc1CS(=O)(=O)Cc1ccc(C(=O)N2CCOCC2)o1 | -1.6 | 5.1 | 13.4 | 7.9 | 4.4 | 14.5 | -3.3 | 18.4 | 6.2
Cc1nc2cc(C(=O)OCC(=O)N(CC(C)C)C3CCS(=O)(=O)C3)ccc2n1-c1ccccc1 (centres undefined) | -3.4 | -3.6 | -5.0 | 4.2 | 6.2 | 0.8 | 1.8 | 9.8 | 18.0
Cn1c(SCC(=O)N2CCN(c3cccc(Cl)c3)CC2)nnc1-c1ccncc1 | -5.2 | 16.5 | 1.6 | -4.2 | 0.8 | 4.8 | 6.9 | 2.2 | 0.3
CCOC(=O)CSc1ncnc2c1cnn2-c1ccc(Cl)cc1 | -0.2 | -14.6 | 6.9 | 1.4 | 1.9 | 5.4 | 4.0 | 8.3 | -5.3
CC1CCCC(NC(=O)c2n[nH]c(=O)c3ccccc23)C1C (centres undefined) | -2.2 | 3.6 | 2.2 | -0.7 | 8.3 | 7.9 | -1.4 | 8.2 | 7.2
CCCC(=O)Nc1ccc(Cl)c(NC(=O)C(C)(C)C)c1 | -0.7 | 0.2 | 18.1 | 1.7 | 7.8 | 7.2 | 0.1 | 8.2 | 9.5
COC(=O)CSc1nnnn1-c1cccc2ccccc12 | 0.4 | 12.7 | -3.7 | 2.5 | 1.2 | 4.3 | 8.2 | -2.0 | 4.6
O=c1c2cc3c(cc2[nH]c(=S)n1CCN1CCOCC1)OCO3 | 4.7 | 17.4 | 15.3 | -1.7 | 0.2 | 17.2 | 6.2 | -3.7 | -6.1
CCS(=O)(=O)c1nc2ccccc2n1CC(=O)N1CCOCC1 | 7.5 | 5.5 | 13.9 | 2.9 | 1.4 | 13.8 | 2.9 | 4.4 | 17.4
COc1ccc(CC2S/C(=C(\C#N)C(=O)NCc3ccco3)N(c3ccc(C)cc3)C2=O)cc1 (centres undefined) | 8.9 | 2.7 | -3.8 | -0.2 | 4.9 | 0.4 | 1.0 | 0.8 | 7.2
CCOC(=O)Cc1csc(NC(=O)CSc2nnc(-c3ccc(OC)cc3)n2C)n1 | -1.5 | 2.6 | -12.8 | 4.7 | 1.4 | -2.8 | -1.3 | -3.8 | -3.3
O=C(NC1CS(=O)(=O)CC1NCc1ccccc1)c1ccccc1 (centres undefined) | -1.4 | -15.6 | 2.0 | 2.2 | 2.6 | 10.6 | 3.6 | 29.1 | -3.4
Cc1cc(C)n(-c2cc(N3CCOCC3)ncn2)n1 | 7.8 | 12.8 | 9.7 | 2.1 | -5.4 | 3.1 | 5.9 | -3.4 | -3.4
Cc1ccc(CS(=O)(=O)Cc2ccc(C(=O)NCc3ccco3)o2)cc1 | -1.9 | -10.2 | -47.6 | 0.6 | 4.2 | -9.7 | -1.7 | 3.2 | -7.8
CCCCN1C(=O)CC(Nc2ccc(CC)cc2)C1=O (centres undefined) | 0.4 | 11.6 | 16.0 | 2.7 | 5.8 | 9.2 | 10.5 | -2.0 | -3.2
Cc1nnc(SCC(=O)Nc2ccc3c(c2)COC3=O)n1-c1ccccc1 | 1.5 | 13.2 | -0.3 | -3.6 | 4.5 | 10.3 | 2.1 | 12.1 | -0.7

Nothing new here: two of the compounds above.
SMILES | CatB mix inh | AP ELISA ortho | C1s inh | CatB block | FXIIa inh mix | Cathepsin G inh | FXIa inh mix | CatL inh | CatS block
Cc1cc(C)n(-c2cc(N3CCOCC3)ncn2)n1 | 7.8 | 12.8 | 9.7 | 2.1 | -5.4 | 3.1 | 5.9 | -3.4 | -3.4
Cc1ccc(CS(=O)(=O)Cc2ccc(C(=O)NCc3ccco3)o2)cc1 | -1.9 | -10.2 | -47.6 | 0.6 | 4.2 | -9.7 | -1.7 | 3.2 | -7.8

Screening results as filed in PubChem.
